Assay outcomes (PubChem)
PI4K2A block – qHTS for small molecular inhibitors of PI4K2A | 420,000 compounds, 0.13% hits | purified PI4K2A, ADP-Glo luminescence, 1 h; active compounds read low | activity change, negative = inhibition, % at 76.9 µM; in the data active means activity change below about -50%; inconclusive means mostly about -30% to -49%;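 further: -100% = wells without enzyme as full effect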
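Compounds are screened against recombinant PI4K2A using PI as substrate and ATP, the latter dispensed at 300 microM. Reactions run one hour at ambient temperature before ADP-Glo detection; full inhibition defined by wells lacking enzyme.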
G9a inh – qHTS Assay for Inhibitors of Histone Lysine Methyltransferase G9a | G9a H3K9 monomethylation, AlphaScreen, 2 h | Potency, µM (titrated, usually from 102 µM), without a hit: at the highest dose activity, negative = inhibition, usual class: inhibitors | 350,000 compounds, 8.8% hits; further: potency means the concentration at half of the fitted maximal effect; on the % scale 0 is the no-effect control and ±100 the full control effect; nearly all actives have a fitted effect of over 75% in size
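Quantitative HTS format: methyltransferase activity on a biotin-tagged H3K9 peptide is measured by AlphaScreen, using a rabbit anti-monomethyl-H3K9 antibody with streptavidin donor and anti-IgG acceptor beads. Final levels are 20 nM enzyme, 500 nM peptide, 20 uM SAM; 2 h RT.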
RGS4 inh – Inhibitors of Regulator of G Protein Signaling (RGS) 4: qHTS; Regulator of G-protein signaling 4 (Homo sapiens), P49798; Transcreener GDP fluorescence polarization, RGS4-accelerated GTP hydrolysis; Potency, µM (series often up to 114 µM), for inactives: at the highest dose activity change, negative = inhibition, most hits filed as inhibitors; 390,000 compounds, 0.039% hits; AID 504845, 2011; further: potency means the concentration at half of the fitted maximal effect; on the % scale 0 is the no-effect control and ±100 the full control effect; nearly all actives have a fitted effect of over 75% in size; some results filed as inactive show a strong effect at the top dose
Target sequence (P49798 whole entry, looked up): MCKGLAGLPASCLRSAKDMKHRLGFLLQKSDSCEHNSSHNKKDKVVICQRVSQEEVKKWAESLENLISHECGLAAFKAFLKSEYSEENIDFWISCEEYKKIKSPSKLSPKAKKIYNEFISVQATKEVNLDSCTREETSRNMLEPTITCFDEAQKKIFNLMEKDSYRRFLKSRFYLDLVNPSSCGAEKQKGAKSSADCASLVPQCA
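MLSMR compounds (23 nl, pin-transferred) preincubated 10 min at room temperature with a 500nM (2x) first reagent, then RGS4 at 900nM (2x) plus Transcreener GDP mix added; fluorescence polarization (620/688 nm) read before and after 90 min at 30 °C.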
12-LOX inh – Primary qHTS assay for inhibitors of human arachidonate 12S-lipoxygenase (ALOX12): Round 2; Polyunsaturated fatty acid lipoxygenase ALOX12 (Homo sapiens), P18054; purified 12hLO, xylenol orange hydroperoxide absorbance; Potency, µM (doses to about 108 µM), without a hit: top-dose activity change, negative = inhibition, hits mostly inhibitors; 580,000 compounds, 1.1% hits; further: potency means the concentration at half of the fitted maximal effect; on the % scale 0 is the no-effect control and ±100 the full control effect
Target sequence (P18054 whole entry, looked up): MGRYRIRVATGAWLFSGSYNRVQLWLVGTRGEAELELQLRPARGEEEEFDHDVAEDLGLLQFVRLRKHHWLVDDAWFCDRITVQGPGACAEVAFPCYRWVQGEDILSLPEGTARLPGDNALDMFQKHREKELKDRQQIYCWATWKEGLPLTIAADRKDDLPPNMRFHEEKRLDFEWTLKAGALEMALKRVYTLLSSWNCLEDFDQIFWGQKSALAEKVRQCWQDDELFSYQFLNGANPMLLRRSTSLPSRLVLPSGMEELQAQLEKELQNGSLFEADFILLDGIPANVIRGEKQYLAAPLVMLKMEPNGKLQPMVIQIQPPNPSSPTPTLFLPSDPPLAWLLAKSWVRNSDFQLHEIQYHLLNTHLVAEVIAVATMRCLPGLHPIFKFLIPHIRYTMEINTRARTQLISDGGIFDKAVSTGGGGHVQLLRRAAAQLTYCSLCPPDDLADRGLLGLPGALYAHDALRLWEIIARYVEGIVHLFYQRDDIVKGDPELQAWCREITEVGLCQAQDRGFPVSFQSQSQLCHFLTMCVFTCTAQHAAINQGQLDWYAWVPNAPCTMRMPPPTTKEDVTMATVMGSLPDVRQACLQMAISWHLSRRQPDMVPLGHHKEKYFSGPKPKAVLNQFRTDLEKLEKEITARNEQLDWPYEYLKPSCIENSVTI
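Purified human 12hLO at 150 nM in 25 mM Hepes, 0.01% Triton X-100, pH 7.0, preincubated 15 min at room temperature with compound. Reaction started with 40 uM arachidonic acid, 30 min at room temperature. Hydroperoxide measured by Fe-xylenol orange, 573/405 nm absorbance ratio.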
JMJD2A Tudor – qHTS Assay for Inhibitors of JMJD2A-Tudor Domain | 390,000 compounds, 4.4% hits | AlphaScreen JMJD2A-Tudor / H3K4me3 peptide binding | AID 504339, 2011 | Potency, µM (titrated, usually from 114 µM), for inactives: at the highest dose activity change, negative = inhibition, usual class: inhibitors; further: potency means the concentration at half of the fitted maximal effect; on the % scale 0 is the no-effect control and ±100 the full control effect; nearly all actives have a fitted effect of over 50% in size
HP1b chromo inh – HTS for Inhibitors of HP1-beta Chromodomain Interactions with Methylated Histone Tails | 390,000 compounds, 0.56% hits | AlphaScreen HP1-beta / biotin-H3K9me3 peptide binding | AID 540317, 2011 | Chromobox protein homolog 1 (Homo sapiens), P83916 | Potency, µM (doses to about 114 µM), inactives show at the top dose activity change, negative = inhibition, hits mostly inhibitors; further: potency means the concentration at half of the fitted maximal effect; nearly all actives have a fitted effect of over 70% in size; inactives centre near 23
Target sequence (P83916 whole entry, looked up): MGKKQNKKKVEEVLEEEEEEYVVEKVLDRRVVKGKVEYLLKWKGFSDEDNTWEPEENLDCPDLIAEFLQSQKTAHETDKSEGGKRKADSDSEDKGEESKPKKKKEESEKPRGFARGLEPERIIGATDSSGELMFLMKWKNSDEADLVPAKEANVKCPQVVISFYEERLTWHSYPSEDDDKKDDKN
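AlphaScreen: HP1-beta (50 nM) preformed 30 min with biotin-H3(1-18)K9me3 peptide (50 nM) in PBS pH 7.4, 0.01% Tween-20. Compound added for 30 min at RT, then streptavidin donor/nickel chelate acceptor beads (10 ug/mL) for 30 min.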
BAZ2B inh – qHTS Assay for Inhibitors of BAZ2B. Bromodomain adjacent to zinc finger domain protein 2B (Homo sapiens), Q9UIF8. AlphaScreen BAZ2B-H3K14Ac peptide displacement. Potency, µM (doses to about 114 µM), for the others: top-dose activity change, negative = inhibition, actives largely listed as inhibitors. 360,000 compounds, 4.4% hits. AID 504333, 2011; further: potency means the concentration at half of the fitted maximal effect; on the % scale 0 is the no-effect control and ±100 the full control effect; nearly all actives have a fitted effect of over 60% in size
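Protein-peptide AlphaScreen: BAZ2B 50 nM, b-H3K14Ac 50 nM, 1x PBS pH 7.4 + 0.01% Tween-20. Preincubation 30 min RT; cpd 30 min RT (top 110 uM); beads 20 min RT, light-protected.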
GLS inh – qHTS for Inhibitors of Glutaminase (GLS); AID 624170, 2012; GLS enzymatic activity, qHTS titration; 410,000 compounds, 0.21% hits; Potency, µM (doses to about 45.5 µM), inactives show top-dose activity change, negative = inhibition, actives largely listed as inhibitors; Glutaminase kidney isoform, mitochondrial (Homo sapiens), O94925; further: potency means the concentration at half of the fitted maximal effect; on the % scale 0 is the no-effect control and ±100 the full control effect
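Glutamate formation by hKGA was monitored fluorometrically using coupled glutamate oxidase, HRP and Amplex Red. Substrate was added as 1 mM L-glutamine solution; incubation was 30 min at RT after an initial read.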
ERG Ets-DNA blk – qHTS for Small Molecule Inhibitors of the ERG Ets/DNA interaction; Transcriptional regulator ERG (Homo sapiens), P11308; fluorescence polarization, His-ERG Ets domain / labelled DNA; Potency, µM (titrated, usually from 76.9 µM), without a hit: at the top dose FP activity, negative = inhibition, most hits filed as inhibitors; 370,000 compounds, 0.028% hits; AID 624246, 2012; active means well fitted inhibition curve with a large enough effect in the polarisation, with a control signal flat; inconclusive means small, poorly fitted or top-dose-only effect, or effect the other way, or a change in a side signal; inactive means no such curve, though single readings can be large or run the other way; the % refers to the polarisation;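 further: polarization taken with two DNA probes labelled with fluorescein and Texas red; potency means the concentration at half of the fitted maximal effect; % of control where 0% means no effect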
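His-tagged ERG Ets domain (1 uM in the protein solution; 300mM KCl, 50mM Tris-HCl, 1mM EDTA, 1mM DTT, pH 7.5) received compound, then a probe mix of 5 nM fluorescein-DNA and 100nM Texas-615-DNA. Fluorescence polarization was read for both dyes.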
* marks the source's active call; other numbers are inactive results; & = joins results of further samples; [ ] = dose if it differs, or a comment. Unless noted, the call rests on the fitted dose curve; in most records, active means well fitted curve in the direction sought with a large enough effect; inconclusive means small, poorly fitted or top-dose-only effect, or another doubt; inactive means no such curve, though single readings can be large; an effect the other way counts as inactive or inconclusive. A portion of the library (hit frequency here may not be typical).

How did COC(=O)c1ccc(SC)cn1 do in these assays?
PI4K2A block: -4; G9a inh: 21%[59 µM]; RGS4 inh: -12%; 12-LOX inh: 0%; JMJD2A Tudor: 7%; HP1b chromo inh: 37%; BAZ2B inh: 3%; GLS inh: 10%; ERG Ets-DNA blk: -7%

Results for Cc1cccc([N+](=O)[O-])c1NC(=O)COC(=O)C1CCCO1 (configuration not stated) ?
PI4K2A block: 3; G9a inh: -4%[2.33 µM]; RGS4 inh: -5%; 12-LOX inh: 26%; JMJD2A Tudor: 2%; HP1b chromo inh: 37%; BAZ2B inh: -9%; GLS inh: -4%; ERG Ets-DNA blk: -4%

What do the screens show for `O=C(CN1CCC(C(=O)c2ccc(Cl)cc2)CC1)Nc1ccc2c(c1)OCCO2`?
PI4K2A block: -5; G9a inh: -6%[12.7 µM]; RGS4 inh: 15%; 12-LOX inh: -18%; JMJD2A Tudor: -35%; HP1b chromo inh: 7%; BAZ2B inh: -14%; GLS inh: -1%; ERG Ets-DNA blk: -4%

How did CCC(=O)N1N=C(c2ccc(NS(=O)(=O)c3ccccc3)cc2)CC1c1ccco1 (configuration not stated) do in these assays?
PI4K2A block: -2; RGS4 inh: -13%; 12-LOX inh: 59%; JMJD2A Tudor: -18%; HP1b chromo inh: 36%; GLS inh: -1%; ERG Ets-DNA blk: 15%

How did COc1ccc(S(=O)(=O)CCC(=O)Nc2c(C)n(C)n(-c3ccccc3)c2=O)cc1 do in these assays?
PI4K2A block: -12; G9a inh: -23%[12.7 µM]; RGS4 inh: inconclusive; 12-LOX inh: 5%; JMJD2A Tudor: -16%; HP1b chromo inh: 26%; BAZ2B inh: 5%; GLS inh: 1%; ERG Ets-DNA blk: 3%

What do the screens show for `O=C(CN1C(=O)c2ccccc2S1(=O)=O)c1ccc2c(c1)OCCO2`?
PI4K2A block: 0; G9a inh: 6%; RGS4 inh: 15%; 12-LOX inh: -26%; JMJD2A Tudor: -2%; HP1b chromo inh: 23%; BAZ2B inh: -21%; GLS inh: -1%; ERG Ets-DNA blk: 0%

How did CN(C)S(=O)(=O)c1ccc(C(=O)NC2CC(=O)N(c3ccc4c(c3)OCCO4)C2)cc1 (configuration not stated) do in these assays?
PI4K2A block: 2; G9a inh: inconclusive; RGS4 inh: -7%; 12-LOX inh: 17%&-14%; JMJD2A Tudor: 7%; HP1b chromo inh: 27%; BAZ2B inh: 1%; GLS inh: -3%; ERG Ets-DNA blk: 3%

How did COc1ccc(NC(=O)c2cccc(N3C(=O)C4C5C=CC(C6CC56)C4C3=O)c2)c(OC)c1 (configuration not stated) do in these assays?
PI4K2A block: 1; G9a inh: -12%; RGS4 inh: 18%[11.4 µM]; 12-LOX inh: 7%; JMJD2A Tudor: inconclusive; HP1b chromo inh: -7%; BAZ2B inh: -23%; GLS inh: 6%; ERG Ets-DNA blk: 2%

What do the screens show for `Cc1ccc(-n2nc3c(c2NC(=O)c2c(-c4ccccc4Cl)noc2C)CS(=O)(=O)C3)c(C)c1`?
PI4K2A block: 5; G9a inh: 10%[59 µM]; RGS4 inh: -15%; 12-LOX inh: -1%; JMJD2A Tudor: -10%; HP1b chromo inh: 31%; BAZ2B inh: 14%; GLS inh: -2%; ERG Ets-DNA blk: -5%

Results for CC(=NNC(=S)Nc1cccc(Cl)c1)c1ccccn1 ?
PI4K2A block: 5; RGS4 inh: -22%; 12-LOX inh: inconclusive; JMJD2A Tudor: 25µM*; HP1b chromo inh: inconclusive; GLS inh: 19%

What do the screens show for `CCOC(=O)c1[nH]c(=S)n(Cc2ccccc2)c1C(=O)OCC`?
PI4K2A block: -2; RGS4 inh: -41%; 12-LOX inh: inconclusive; JMJD2A Tudor: 3.2µM*; HP1b chromo inh: inconclusive; GLS inh: inconclusive; ERG Ets-DNA blk: -3%

What do the screens show for `Cc1ccccc1CN1C(=O)c2ccccc2Sc2ccc(C(=O)O)cc21`?
PI4K2A block: -5&5; G9a inh: -8%; RGS4 inh: 9%&1%; 12-LOX inh: -11%&-12%; JMJD2A Tudor: -17%&-15%; HP1b chromo inh: 22%&38%; BAZ2B inh: -10%&-11%; GLS inh: 16%&29%; ERG Ets-DNA blk: 1%&-1%

How did Clc1cccc(CN2CCSCC2)c1 do in these assays?
PI4K2A block: -1; G9a inh: -30%[0.501 µM]; RGS4 inh: 18%; 12-LOX inh: 0.35µM*; JMJD2A Tudor: 22µM*; HP1b chromo inh: inconclusive; BAZ2B inh: inconclusive; GLS inh: 1%; ERG Ets-DNA blk: 7%

What do the screens show for `CCc1ccc(-n2c(=O)c3c4c(sc3n(CC(=O)NC(C)CC)c2=O)CCCC4)cc1` (configuration not stated)?
PI4K2A block: -1; G9a inh: 2%[59 µM]; RGS4 inh: 16%; 12-LOX inh: -4%; JMJD2A Tudor: -10%; HP1b chromo inh: 16%; BAZ2B inh: 0%; GLS inh: -7%; ERG Ets-DNA blk: -2%

Results for COc1ccc(NC(=O)COC(=O)CNC(=O)c2cc(OC)c(OC)c(OC)c2)cc1 ?
PI4K2A block: 6; G9a inh: 27%[59 µM]; RGS4 inh: -5%; 12-LOX inh: -5%; JMJD2A Tudor: -5%; HP1b chromo inh: -16%; BAZ2B inh: 1%; GLS inh: -21%; ERG Ets-DNA blk: 7%

What do the screens show for `COc1ccc(OCc2cc(C(=O)N(C)C3CCOCC3)no2)c2ccccc12`?
PI4K2A block: -9; G9a inh: inconclusive; RGS4 inh: 9%; 12-LOX inh: 4%; JMJD2A Tudor: 19%; HP1b chromo inh: 19%; BAZ2B inh: inconclusive; GLS inh: 5%; ERG Ets-DNA blk: 1%

How did O=C(Nc1ccc(Cl)c(Cl)c1)c1ccccc1 do in these assays?
PI4K2A block: 4; G9a inh: -7%[2.33 µM]; RGS4 inh: 0%; 12-LOX inh: inconclusive; JMJD2A Tudor: 18%; HP1b chromo inh: 61%[activator]; BAZ2B inh: 11%; GLS inh: -14%; ERG Ets-DNA blk: -2%

How did O=C(COC(=O)c1cc(S(=O)(=O)N2CCOCC2)ccc1F)Nc1ccc2c(c1)OCO2 do in these assays?
PI4K2A block: -2; RGS4 inh: 1%; 12-LOX inh: 154%[activator]; JMJD2A Tudor: -22%; HP1b chromo inh: 20%; GLS inh: -3%; ERG Ets-DNA blk: -12%

How did COc1ccc(OC)c(C(=O)CCCC(=O)c2cc(OC)ccc2OC)c1 do in these assays?
PI4K2A block: -3; G9a inh: 35%[0.501 µM]; RGS4 inh: -6%; 12-LOX inh: 8%; JMJD2A Tudor: 22%; HP1b chromo inh: 50%[activator]; BAZ2B inh: 0%; GLS inh: 3%; ERG Ets-DNA blk: -3%

How did Cc1ccc(NC(=O)Cn2c(=O)oc3ccccc32)cc1Cl do in these assays?
PI4K2A block: 4&0; G9a inh: -21%; RGS4 inh: 15%&7%; 12-LOX inh: 15%&-20%; JMJD2A Tudor: -13%&-21%; HP1b chromo inh: -4%&32%; BAZ2B inh: -17%&-1%; GLS inh: 5%&1%; ERG Ets-DNA blk: -3%&-11%

How did CN(Cc1ccc(F)cc1)S(=O)(=O)c1nnc(NC(=O)c2ccc(F)cc2)s1 do in these assays?
PI4K2A block: 0; G9a inh: -3%[59 µM]; RGS4 inh: -52%; 12-LOX inh: -14%; JMJD2A Tudor: -7%; HP1b chromo inh: 37%; BAZ2B inh: -15%; GLS inh: 0%; ERG Ets-DNA blk: 0%

By substructure: the entries above with fluorine (2)
How did O=C(COC(=O)c1cc(S(=O)(=O)N2CCOCC2)ccc1F)Nc1ccc2c(c1)OCO2 do in these assays?
PI4K2A block: -2; RGS4 inh: 1%; 12-LOX inh: 154%[activator]; JMJD2A Tudor: -22%; HP1b chromo inh: 20%; GLS inh: -3%; ERG Ets-DNA blk: -12%

How did CN(Cc1ccc(F)cc1)S(=O)(=O)c1nnc(NC(=O)c2ccc(F)cc2)s1 do in these assays?
PI4K2A block: 0; G9a inh: -3%[59 µM]; RGS4 inh: -52%; 12-LOX inh: -14%; JMJD2A Tudor: -7%; HP1b chromo inh: 37%; BAZ2B inh: -15%; GLS inh: 0%; ERG Ets-DNA blk: 0%
